# Compound activity (PubChem BioAssay)
# NCI-60 one-dose screen, 48 h, at 10 µM unless noted. Numbers give growth in % (100 = growth as untreated, 0 = no growth, -100 = all killed).
# OVCAR-5 = OVCAR-5 ovarian cancer; hit rate 2.9% among 82,000; AID 1794783
# DU-145 = DU-145 prostate cancer | hit rate 4.2% among 81,000
# SK-OV-3 = SK-OV-3 ovarian cancer cells. hit rate 3.2% among 80,000. AID 1794785
# OVCAR-4 = OVCAR-4 ovarian cancer cells; hit rate 3.7% among 80,000
# OVCAR-8 = OVCAR-8 ovarian cancer; hit rate 4.4% among 81,000
# NCI/ADR-RES = NCI/ADR-RES ovarian cells; hit rate 4.4% among 81,000
# IGROV1 = IGROV1 ovarian cancer; hit rate 4.7% among 79,000; AID 1794786
# OVCAR-3 = OVCAR-3 ovarian cancer; hit rate 7% among 79,000
# The depositor's hits bear a star; · = not tested or not shown; & = joins results of further samples. How the source made its calls: active means growth percent below 10; inactive means the rest.
# Screens in order: OVCAR-5	DU-145	SK-OV-3	OVCAR-4	OVCAR-8	NCI/ADR-RES	IGROV1	OVCAR-3
- Cc1ccc(NC(=O)Nc2ccc(Nc3ncnc4sc5c(c34)CCNC5)cc2)cc1Cl
→ 88.4	110.7	82.0	101.1	74.4	94.0	74.1	87.8
- COc1nc2c(c(=O)n1C)CN(Cc1ccccc1)C=N2
→ 105.2	114.0	87.3	115.8	96.7	112.9	93.7	105.1
- Cc1ccc(S(=O)(=O)N2CCC(Cc3cc4ccccc4o3)C2)cc1 (stereo not drawn)
→ 98.3	104.8	105.6	94.7	101.2	101.1	102.8	109.8
- CC1(C)C=C2[C@H]3CC[C@@H]4[C@@]5(C)CCCNC(C)(C)[C@@H]5CC[C@@]4(C)[C@]3(C)CC[C@@]2(CO)CC1
→ 99.3	111.6	103.0	110.3	98.5	102.8	109.5	106.0
- CC(CC=O)CC=O
→ 102.3	103.4	109.4	102.4	95.4	100.0	107.6	108.4
- CCOC(=O)c1ccc(Nc2ccnc(SCC(=O)c3ccc(C#N)cc3)n2)cc1
→ 106.6	79.4	100.9	65.2	22.8	41.5	79.0	79.1
- O=C(Cc1ccccc1)NN=C1CCCC1
→ 108.5	118.9	110.2	·	114.6	108.1	110.5	122.7
- Cc1cc2[nH]c(=S)[nH]c2cc1C
→ 103.8	100.1	98.6	101.1	108.6	104.6	103.7	90.5
- CCC(=O)OC1CCCCC1OC(=O)CC (stereo not drawn)
→ 100.6	100.2	97.3	·	104.0	108.8	105.8	106.0
- OCCC#CCCCOC1CCCCO1 (stereo not drawn)
→ 102.5	113.5	108.5	97.7	102.6	106.3	112.3	109.4
- N#CCCN(C(=O)Nc1ccc(Cl)c(Cl)c1)C1CCCCC1
→ 99.3&120.9	97.5&102.5	97.1&98.0	72.4&66.3	83.4&82.0	70.4&82.2	96.6&104.9	91.3&97.7
- Oc1[nH]c2ccccc2c1N=Nc1n[nH]c(=S)n1/N=C/c1sc2ccccc2c1Br
→ 109.5	104.3	113.8	93.9	103.9	101.2	96.6	119.2
- O=C1c2ccccc2C(=O)c2c1ccc1[nH]c(-c3ccc(-c4nc5c6ccccc6c6ccccc6c5[nH]4)cc3)nc21
→ 113.5	115.6	102.1	111.0	102.3	107.1	92.6	120.8
- COc1ccc(S(=O)(=O)N2CCN(C)CC2)cc1NC(=O)c1[nH]c(C)c2c1CCCCC2=O
→ 59.5	87.1	44.7	57.0	63.0	96.9	47.0	66.6
- C[C@]12CC[C@@H]3c4ccc(O)cc4C[C@@H](O)[C@H]3[C@@H]1CC[C@@H]2O
→ 111.0	109.7	115.9	104.6	106.0	113.1	99.7	114.0

# Retrieved by structure from the list above (5):
# Screens in order: OVCAR-5	DU-145	SK-OV-3	OVCAR-4	OVCAR-8	NCI/ADR-RES	IGROV1	OVCAR-3
- O=C1c2ccccc2C(=O)c2c1ccc1[nH]c(-c3ccc(-c4nc5c6ccccc6c6ccccc6c5[nH]4)cc3)nc21
→ 113.5	115.6	102.1	111.0	102.3	107.1	92.6	120.8
- C[C@]12CC[C@@H]3c4ccc(O)cc4C[C@@H](O)[C@H]3[C@@H]1CC[C@@H]2O
→ 111.0	109.7	115.9	104.6	106.0	113.1	99.7	114.0
- CC1(C)C=C2[C@H]3CC[C@@H]4[C@@]5(C)CCCNC(C)(C)[C@@H]5CC[C@@]4(C)[C@]3(C)CC[C@@]2(CO)CC1
→ 99.3	111.6	103.0	110.3	98.5	102.8	109.5	106.0
- COc1nc2c(c(=O)n1C)CN(Cc1ccccc1)C=N2
→ 105.2	114.0	87.3	115.8	96.7	112.9	93.7	105.1
- COc1ccc(S(=O)(=O)N2CCN(C)CC2)cc1NC(=O)c1[nH]c(C)c2c1CCCCC2=O
→ 59.5	87.1	44.7	57.0	63.0	96.9	47.0	66.6

# Going on with the list.
# Screens in order: OVCAR-5	DU-145	SK-OV-3	OVCAR-4	OVCAR-8	NCI/ADR-RES	IGROV1	OVCAR-3
- Cc1nn(-c2ccccc2)c2nc(C)n(C(=O)N/N=C/c3cccc([N+](=O)[O-])c3)c(=O)c12
→ 84.7	99.9	105.8	53.2	94.5	93.3	91.9	99.8
- COc1ccc(/C=C/C(=O)c2c(OC)cc(OC)c(OC)c2O)cc1
→ 113.0	46.7	79.2	87.4	76.4	72.4	60.4	57.8
- O=C(NN1CCCCC1)c1ccccc1
→ 93.0	106.1	89.1	106.2	105.3	108.3	109.7	106.9
- COc1ccc(N=Nc2c(N)nn3cc(-c4nc5ccccc5s4)c(N)nc23)cc1
→ 102.2	85.2	106.2	98.9	99.5	98.6	95.9	105.0
- O=c1c2cc(F)ccc2sc2c(N3CCNCC3)nc3ccc(F)cc3c12
→ 60.3	-84.7*	84.0	-63.8*	3.1*	4.7*	36.3	-84.1*
- COc1ccc(OC)c(/C=C/C(=O)c2c(C)nc3ccccc3c2/C=C/c2ccccc2)c1
→ 80.0	54.2	91.0	59.3	40.5	58.9	52.6	37.4
- CCN(CC)CC(C)Nc1ccc(C)c2sc3ccccc3c(=O)c12 (stereo not drawn)
→ 68.9	82.0	·	75.9	64.2	68.7	19.1	77.5
- CC1CCCC(C)N1 (stereo not drawn)
→ 98.1&97.8&103.7	103.3&115.0&95.5	103.5&103.9&99.1	108.1&108.3&111.7	107.2&99.8&101.0	109.4&114.7&106.4	104.0&109.0&109.3	108.3&116.3&113.8
- CCOC(=O)C1=C(C)NC(SCc2cc(=O)oc3ccc(C)cc23)=N[C@@H]1c1cccc2ccccc12
→ 108.4	101.8	103.5	100.7	96.0	93.2	103.1	94.6
- COc1ccc(C(=O)c2cc(OC)c(OC)cc2C(=O)O)cc1OC
→ 113.3	109.5	86.5	112.1	112.9	102.9	109.0	108.0
- COc1cc(/C=N/NC(=O)Cn2c(C(C)C)nc3ccccc32)ccc1OCC(=O)NN
→ 103.7	109.3	91.9	110.5	106.6	99.6	108.2	105.8
- O=S(=O)(c1ccc(N=Cc2cccs2)cc1)c1ccc(N=Cc2cccs2)cc1
→ 95.6	115.1	106.3	107.6	106.2	104.2	62.0	121.4
- COc1ccc(Cn2cc(C(=O)N=Nc3c(O)[nH]c4ccccc34)nn2)cc1
→ 93.0	103.8	113.3	107.6	97.8	97.2	97.5	112.4
- CCN(CCO)C(C(=O)c1ccccc1)c1ccc(Cl)cc1 (stereo not drawn)
→ 82.1	102.9	83.3	98.2	100.9	96.6	96.9	101.8
- NC(=O)c1sccc1Nc1ccnc(C(F)(F)F)c1
→ 103.2	98.3	111.7	100.7	97.6	112.7	112.3	106.1

# Results in IGROV1, for some of the entries so far:
smiles,IGROV1
COc1ccc(OC)c(/C=C/C(=O)c2c(C)nc3ccccc3c2/C=C/c2ccccc2)c1,52.6
CCN(CC)CC(C)Nc1ccc(C)c2sc3ccccc3c(=O)c12 (stereo not drawn),19.1

# Look-ups from above:
# O=S(=O)(c1ccc(N=Cc2cccs2)cc1)c1ccc(N=Cc2cccs2)cc1 in SK-OV-3 → 106.3
# CCN(CCO)C(C(=O)c1ccccc1)c1ccc(Cl)cc1 (stereo not drawn) in OVCAR-3 → 101.8

# New compounds follow
# Screens in order: OVCAR-5	DU-145	SK-OV-3	OVCAR-4	OVCAR-8	NCI/ADR-RES	IGROV1	OVCAR-3
- CCCCCCCOc1ccc(S(=O)(=O)Nc2ccccc2N)cc1
→ 107.1	105.2	102.9	84.3	91.4	96.1	99.5	106.3
- CCOc1ccccc1C(=O)N1CCN(c2cc(Cl)cc(Cl)c2)CC1
→ 46.6	8.8*	25.8	31.7	11.2	14.5	13.8	-22.7*
- COc1cccc(C/C(=N/O)c2cccc(OC)c2)c1
→ 101.3	106.7	95.0	93.1	104.3	99.0	90.0	98.5
- O=c1[nH]c(=O)c2[nH]c(=S)n(-c3ccccc3)c2[nH]1
→ 107.3	121.7	95.8	113.9	102.1	99.2	·	111.5
- COc1ccc(/C=C/c2cc(/C=C/c3ccc(OC)c(OC)c3OC)n(-c3ccc(OC(F)(F)F)cc3)n2)c(OC)c1OC
→ 94.6	108.6	85.8	88.3	94.8	93.7	80.1	91.2
- Cc1ccc(CN2CC(C(=O)OCC(=O)NC(=O)C3COc4ccccc4O3)CC2=O)cc1 (stereo not drawn)
→ 67.3	114.1	117.0	91.3	100.8	105.4	89.3	126.4
- COc1ccc2[nH]cc(-c3nc(-c4cn(C)c5ccncc45)cs3)c2c1
→ 103.4	2.6*	112.1	24.1	-9.4*	62.1	-38.5*	116.6
- CCNC1(C(N)=O)CCN(Cc2ccccc2)CC1
→ 94.0	224.1	102.8	105.4	100.5	100.3	93.0	129.4
- Cc1cccc(N2C(=O)C3C(C2=O)C2(c4ccccc4)C(=O)C3(c3ccccc3)C(c3ccc4c(c3)OCO4)=C2c2ccc3c(c2)OCO3)c1 (stereo not drawn)
→ 100.7	95.6	93.9	81.0	93.0	98.0	·	74.5
- CCC(=O)NCCc1ccc(OC)c(OC)c1
→ 89.0	100.2	105.0	102.5	112.0	107.2	94.0	103.4
- Oc1c(CCl)cc(Cl)cc1Cc1cc(Cl)cc(Cc2cc(Cl)cc(CCl)c2O)c1O
→ 79.8	44.0	36.0	48.0	16.7	14.0	37.8	19.2
- O=C(Nc1ccc(F)cc1)OCCOc1ccc(Br)cc1
→ 96.4	113.1	108.8	97.9	116.7	103.0	·	110.4
- COc1ccc(C2CC(c3cc(OC)c(OC)c(OC)c3)=NN2C(C)=O)cc1OCC(=O)Nc1nc2ccccc2s1 (stereo not drawn)
→ 111.5	106.3	112.7	88.2	96.4	94.7	72.4	95.1
- CC1(C)CCCC2=C1CC1C(=O)OC(=O)C1C2 (stereo not drawn)
→ 84.0	118.4	109.0	112.4	95.8	89.7	·	139.0
- Cc1ccc(/C=C/c2c(C(=O)/C=C/c3ccc(C(F)(F)F)cc3)c(C)nc3ccccc23)cc1
→ -39.6*	-78.3*	-47.5*	-74.1*	4.2*	-0.3*	-80.1*	-86.3*
- CC1C2CCC(C2)C1CNCC1C2CCC(C2)C1C (stereo not drawn)
→ 104.9	105.3	111.0	90.6	105.5	98.6	90.3	105.3
- Cc1ccc(-c2cc(Cc3cccs3)c(=O)n(Cn3cncn3)n2)cc1
→ 93.3	109.6	107.8	108.1	100.6	106.7	117.6	120.3
- N#CN1CCCCC1
→ 95.8	109.3	100.4	109.5	104.5	99.3	101.2	104.8
- COc1cc2c(c(OC)c1OC)-c1ccc(N)c(=O)cc1[C@@H](NC(C)=O)CC2
→ 40.5	-28.8*	23.9	51.0	16.6	75.6	1.0*	-54.2*
- CCOC(=O)N/N=C/c1ccc([N+](=O)[O-])o1
→ 111.3	107.1	113.5	114.0	101.2	101.1	97.1	106.3
- CCCSc1ccc2nc(NC(=O)CCOC)sc2c1
→ 76.1	87.1	65.9	91.0	75.6	47.1	62.8	61.9
- Cc1nn(C)c(Cl)c1[N+](=O)[O-]
→ 105.0	166.5	102.0	104.5	101.3	107.9	116.4	·
- C=CCOCCN(C)C
→ 98.9	114.4	112.6	101.2	102.5	106.9	110.8	106.9
- COc1cc(C)cc(-c2[nH]ncc2-c2cc(NCCCO)nc(-c3cccnc3)n2)c1
→ 95.0	101.2	98.1	86.9	83.1	103.8	103.2	96.9
- O=Cc1ccc(OCc2cnnn2-c2cc(=O)[nH]c3ccccc23)cc1
→ 107.9	107.3	70.5	94.7	101.5	106.9	103.7	104.6
- CCOC(=O)C1=C(C)N2C(=NC3=C(CCCC/C3=C\c3cc(OC)c(OC)c(OC)c3)C2c2cc(OC)c(OC)c(OC)c2)S1 (stereo not drawn)
→ 85.6	86.0	77.8	69.3	63.6	62.1	71.6	64.5
- COc1ccc(/C=C2\C(=O)Nc3cc(Cl)ccc32)cc1OCc1ccccn1
→ 100.0	95.6	103.8	78.2	76.6	66.7	83.6	96.3
- C=C(C)[C@@H]1CC[C@]2(C(=O)OC)CC[C@]3(C)[C@H](CC[C@@H]4[C@@]5(C)C/C(=C/NC(N)=S)C(=O)C(C)(C)[C@@H]5CC[C@]43C)[C@@H]12
→ 118.3	86.3	97.7	84.2	97.5	103.8	70.6	88.5
- Nc1ncc(Sc2nc3ccc(Cl)cc3c(=O)n2Cc2ccccc2)s1
→ 106.8	112.0	107.2	86.2	92.4	97.2	88.0	93.0
- CN1CCN(c2nc(SCc3ccccc3)nc(-c3ccc(F)cc3)c2C#N)CC1
→ 95.4	92.6	93.4	77.5	85.9	98.0	90.4	85.6
- CCN(CC)c1ccc(C(NCC2CCCCO2)C(Cl)(Cl)Cl)cc1 (stereo not drawn)
→ 113.2	118.9	97.0	91.0	95.6	107.9	105.1	117.7
- O=C(Cn1c(=O)[nH]c2ccccc2c1=O)NCc1n[nH]c(=S)n1-c1ccccc1
→ 97.8	111.9	115.0	104.9	101.7	96.0	106.5	126.8
- CCCCC1COc2cccc3c(SCC(=O)N(C)c4ccc(OC)cc4)cc[n+]1c23 (stereo not drawn)
→ 98.1	109.7	104.4	118.0	115.7	111.1	106.1	117.7
- COc1cc2c(cc1OC)-c1c(oc3c4c(ccc3c1=O)OC(C)(C)C=C4)CO2
→ 89.3	90.9	77.6	41.8	67.7	65.8	85.0	63.7
- CC(CCC(C)[n+]1ccc2ccccc2c1)[n+]1ccc2ccccc2c1 (stereo not drawn)
→ 81.2	101.7	86.4	100.7	102.5	105.4	97.7	99.5
- COc1ccc(C(=O)/C=C/c2cc3ccccc3[nH]c2=O)cc1
→ 52.2	-26.7*	53.0	58.6	20.4	-5.3*	50.5	-19.0*
- C=C(C)[C@@H]1CC[C@]2(C)[C@H](CC[C@@H]3[C@@H](/C(C)=C\CC=C(C)C)CC[C@]32C)[C@@]1(C)CC/C(N)=N/O
→ 108.2	101.1	113.2	99.7	106.7	102.3	105.8	107.5
- Cc1nn(-c2ccccc2)c(-n2ccnc2)c1/C=N/Nc1nc(-c2ccccc2)cs1
→ 101.2	97.1	95.7	82.3	95.2	90.9	91.2	92.0
